# Compound activity: PubChem BioAssay, several laboratories
# AID2073 = inhibitors of Mint1-CaV2.2 protein interaction, biochemical, HTRF (AID 2073); HTRF protein-protein interaction, Mint1-CaV2.2; higher % means a stronger effect; inhibition, % at 20 µM, or IC50 in µM where a hit was titrated; 290,000 tested, 0.19% active; in the data active = inhibition mostly above about 51%, no sharp cut-off; inconclusive = no clear call, values can overlap the other calls; inactive = mostly below about 53%; note: some results filed as inactive read as strong as hits
# Lipid droplet = modulators of hepatic lipid droplet formation. 240,000 tested, 0.4% active. AID 1656. inhibition, % at 6.5 µM. AML12 mouse hepatocytes, oleate lipid droplets, BODIPY imaging;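 active = lipid droplet intensity inhibited by at least 50%, with more than 500 cells counted; inconclusive = wells with under 300 cells, treated as cytotoxic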
#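 Assay system: AML12 mouse liver cells | Compound dosing: One dose, 6.5 µM compound | Read-out basis: Droplet intensity reduction, % inhibition | Measured by: Fluorescence imaging, 20x objective, two fields per well | Schedule: Overnight treatment with compound plus oleate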
# XIAP displacement = small molecules displacing peptide from XIAP – biochemical, IAP family, fluorescence polarization (AID 1018) | XIAP BIR domain, fluorescence polarization peptide displacement; higher % means a stronger effect | displacement, % at 20 µM; hits with a dose series show IC50 in µM | 200,000 tested, 0.007% active; in the data active = displacement above about 50%; note: a part of the inactive calls stands beside numbers as strong as those of hits
# NS5 inhibitors = flavivirus cap methylation enzyme inhibition – biochemical, confirmation dose response, primary screen (AID 588689). Dengue-2 NS5 methyltransferase capping enzyme assay, biochemical; higher % means a stronger effect. inhibition, % at 25 µM; hits with a dose series show IC50 in µM. 340,000 tested, 0.3% active; in the data active = a potency from the dose series; inconclusive = inhibition above about 29% without an active follow-up result
# LYP inhibition = inhibitors of LYP phosphatase, biochemical, fluorescence intensity, uHTS (AID 1779); recombinant LYP phosphatase, fluorescence intensity; higher % means a stronger effect; inhibition, % at 11.5 µM, or IC50 in µM where a hit was titrated; 290,000 tested, 0.054% active;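 note: plate controls were vehicle with enzyme for no effect and no enzyme for full effect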
# HIV fusion peptide = cell-free HIV fusion peptide-binding blockers – biochemical, uHTS, fluorescence dequenching, primary screen (AID 1986). 290,000 tested, 0.3% active. cell-free peptide binding, fluorescence dequenching, 30 min; higher % means a stronger effect. inhibition, % at 20 µM; hits with a dose series show IC50 in µM; in the data active = inhibition mostly above about 52%, no sharp cut-off; inactive = mostly below about 76%; note: some results filed as inactive read as strong as hits
# SIAH1 antagonists = Siah-1 peptide-binding antagonists, primary screen, biochemical, fluorescence polarization, rhodamine-plectin, uHTS (AID 1817). Siah-1 / rhodamine-plectin peptide fluorescence polarization; higher % means a stronger effect. one-dose displacement, % at 20 µM; IC50 in µM for titrated hits. 290,000 tested, 0.02% active;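 active = displacement of at least 50% at 20 µM, with a fluorescence ratio check between 0.3 and a set limit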;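 note: plate controls were Siah plus tracer with DMSO for no effect and tracer alone without Siah for full effect; strong numbers were not always called active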
# Myeloid diff MLP = compounds promoting myeloid differentiation. 360,000 tested, 1% active. ER-HoxA9 myeloid progenitors, lysozyme-GFP differentiation, flow cytometry. calls only at 10 µM;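 active = normalized GFP-positive differentiation at or above the plate's own cutoff, the solvent-only control mean plus 3 SD; inconclusive = no clear call, values can overlap the other calls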;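 note: cells exposed to compound for four days before flow analysis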
# NOD2 inhibition = NOD2 signaling inhibitors, cell-based, luminescence, uHTS, HEK293 (AID 1566); HEK293 NOD2/NF-kB luciferase reporter, luminescence; higher % means a stronger effect; one-dose inhibition, % at 4 µM; EC50 in µM for titrated hits; 290,000 tested, 0.63% active; note: many of its hits are not listed in these tables
# Lipid droplet cells 6.5 µM = further read-out of Lipid droplet, marked with its call; cell count; measured here: cell count, cytotoxicity flag;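 cells counted across two imaged fields per well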
# NS5 inhibitors pilot replicate = further read-out of NS5 inhibitors, marked with its call; inhibition, %; measured here: pilot screen replicate inhibition
# Myeloid diff MLP GFP+ MAC1+ % = further read-out of Myeloid diff MLP, marked with its call; GFP+ MAC1+ double positive, %; measured here: differentiation confirmed by MAC1 staining
# The depositor's hits bear a star; i = inactive; ? = inconclusive; . = not tested or not shown. Cut-off read from the data, not from the text of the source, unless noted: active = inhibition above about 50%; inactive = the rest.
SMILES,AID2073,Lipid droplet,Lipid droplet cells 6.5 µM,XIAP displacement,NS5 inhibitors,LYP inhibition,HIV fusion peptide,SIAH1 antagonists,Myeloid diff MLP,Myeloid diff MLP GFP+ MAC1+ %,NOD2 inhibition,others
CC(C)COC(=O)N1CCCC1C(=O)O (configuration not stated),8%,-6,735,0.8%,-2%,-5%,-0.6%,14%,i,1.2,8%,
CC(=O)Nc1cccc(NC(=O)Nc2cccc3ccccc23)c1,6%,9,730,.,-6%,-4%,2.1%,-1%,i,0.8,14%,
Cn1ccnc1C1CCCCN1Cc1nc(Cc2ccccc2F)no1 (configuration not stated),9%,-15,657,-4.0%,-4%,-9%,1.6%,8%,i,0.4,9%,
CCS(=O)(=O)NCC(c1cccnc1)N1CCN(c2ccccc2F)CC1 (configuration not stated),-5%,.,.,-2.2%,4%,-7%,-1.9%,6%,i,0.9,4%,
O=C(COCc1ccccc1)N[C@@H](Cc1ccc(O)cc1)C(=O)O,13%,-7,709,-1.6%,0%,-4%,-0.9%,1%,i,1.1,16%,
O=C(NCc1ccco1)C(=O)c1cn(CC(=O)N2CCCCCC2)c2ccccc12,?,28,746,-3.0%,-5%,-1%,-0.9%,-5%,i,0.2,1%,
Cc1ccc(Nc2c(-c3ccccc3)nc3cnccn23)cc1,13%,-12,684,-2.0%,10%,-6%,-0.1%,1%,i,0.6,-2%,
NC(=O)c1ccsc1NC(=O)CN1C(=O)C2CC=CCC2C1=O (configuration not stated),-3%,.,.,-3.8%,2%,-9%,-2.3%,-4%,i,0.4,3%,
Cc1ccc(-n2c(SCC(N)=O)nc(O)cc2=O)cc1,-1%,3,710,-8.1%,-24%,-2%,14%,-4%,i,0.1,10%,
Cc1ccc(C(=O)NCCNC(=O)c2ccc(C)nc2)cc1,16%,56*,802*,.,1%,-7%,-0.2%,4%,i,1.0,-20%,
COc1ccc(C(O)c2nccn2Cc2ccccc2)cc1OC (configuration not stated),37%,.,.,3.1%,-3%,-5%,-1.9%,-1%,i,6.3,4%,
COc1cc(C2NC(=O)NC(c3ccccc3)=C2C(C)=O)cc(Cl)c1OCC(=O)O (configuration not stated),0%,2,706,-0.5%,1%,-1%,6.0%,6%,i,0.3,16%,
Cc1ccc(S(=O)(=O)C2(C(=O)N3CCCCC3C)CC2)cc1 (configuration not stated),0%,-8,728,-4.2%,-12%,-3%,1.0%,-2%,i,6.7,13%,
COc1cc(NC(=O)CSc2nncn2C)cc(OC)c1OC,32%,12,677,-5.9%,-15%,-9%,-0.6%,8%,i,0.3,8%,
C/C(=N\Nc1cc(Cl)nc(C)n1)c1ccc(Cl)c(Cl)c1,-2%,0,505,-3.4%,-5%,0%,-0.8%,7%,i,4.7,-27%,
Cc1ccc(Cl)cc1NC(=S)N(Cc1cccs1)C1CCCC1,-17%,11,691,-3.9%,1%,1%,-1.4%,3%,i,0.3,24%,
COc1ccccc1NC(=S)NCc1ccc2c(c1)OCO2,-22%,-1,601,0.6%,-4%,-3%,-2.9%,2%,i,0.3,-4%,
OC(COc1ccc2c(c1)CCC2)CN1CCN(c2ccccc2F)CC1 (configuration not stated),6%,2,688,-0.7%,2%,1%,-1.4%,-1%,i,1.6,-28%,
CCCCCc1cc(=O)oc2c(C(CCN3CCCC(C)C3)c3ccc(OC)cc3)c(OC)cc(OC)c12 (configuration not stated),33%,39,735,.,-1%,-16%,2.0%,11%,i,2.0,10%,
NC(Cc1cccc2nsnc12)C(=O)O (configuration not stated),-4%,.,.,2.5%,-3%,-6%,-0.8%,0%,i,1.1,4%,
Cc1ccc(SCCNC(=O)c2ccc(C)c([N+](=O)[O-])c2)cc1,1%,.,.,-5.0%,5%,-9%,-1.2%,0%,i,0.7,5%,
Cc1cc(C(=O)OCC(=O)N2CCc3ccccc32)c(C)o1,-4%,5,743,3.6%,3%,-5%,-1.8%,0%,i,1.0,-31%,
COc1cccc(C(=O)NCc2ccccc2OC)c1,-5%,.,.,-4.8%,-6%,-2%,-2.4%,0%,i,2.3,-2%,
COC(=O)c1ccc(C(=O)OC)c(NC(=O)CN(c2ccc3c(c2)OCO3)S(C)(=O)=O)c1,?,2,770,-3.8%,-6%,3%,-2.7%,-2%,i,9.0,8%,
COC(=O)c1ccc(NC(=O)c2ccc(N(C)S(C)(=O)=O)cc2)cc1,-1%,11,726,-4.4%,-2%,-3%,1.5%,-2%,i,2.7,22%,
Cc1ccc(C)c(NC(=O)C2CC3c4ccccc4C2c2ccccc23)c1 (configuration not stated),-6%,.,.,-2.3%,-6%,-8%,-0.3%,4%,i,0.5,-8%,
Cc1oc(-c2ccccc2)nc1C(=O)N1CCN(c2ccc(F)cc2)CC1,3%,-15,703,-5.0%,-3%,-2%,-0.6%,2%,i,0.3,9%,
NC(N)=NN=C1CCCCCCCCCCC1,6%,2,584,.,-1%,-7%,0.9%,3%,i,0.0,18%,
COc1ccc(CCNC(=O)C2CCCN(S(=O)(=O)c3ccc(OC)cc3)C2)cc1 (configuration not stated),4%,-3,802,.,3%,-6%,1.0%,2%,i,1.2,22%,
CC1=C(C#N)C(c2ccc(O)cc2)C(C#N)=C(C)N1,1%,.,.,.,2%,-8%,2.3%,9%,i,0.6,25%,

# Brought forward from above: 2 entries, then new ones.
SMILES,AID2073,Lipid droplet,Lipid droplet cells 6.5 µM,XIAP displacement,NS5 inhibitors,LYP inhibition,HIV fusion peptide,SIAH1 antagonists,Myeloid diff MLP,Myeloid diff MLP GFP+ MAC1+ %,NOD2 inhibition,others
COc1ccc(CCNC(=O)C2CCCN(S(=O)(=O)c3ccc(OC)cc3)C2)cc1 (configuration not stated),4%,-3,802,.,3%,-6%,1.0%,2%,i,1.2,22%,
CC1=C(C#N)C(c2ccc(O)cc2)C(C#N)=C(C)N1,1%,.,.,.,2%,-8%,2.3%,9%,i,0.6,25%,
CN(CC(=O)NCc1ccncc1)S(=O)(=O)c1ccc2ccccc2c1,-9%,3,621,14%,0%,-4%,-2.3%,-1%,i,0.1,12%,
COCCCn1c(=S)[nH]c(C)c(C)c1=O,-11%,5,753,.,-8%,-13%,-0.2%,-4%,i,0.4,-12%,
CCCC#CCN1CCN(C23CC4CC(CC(C4)C2)C3)CC1,7%,4,868,.,2%,-5%,1.1%,1%,i,0.9,-32%,
CSc1nc(-c2ccco2)nn1C(=O)CCc1ccccc1,-12%,.,.,3.1%,-57%,-6%,5.3%,0%,i,0.9,3%,NS5 inhibitors pilot replicate=-1.2
O=C(CN1C(=O)NC2(CCc3ccccc3C2)C1=O)NCC(F)(F)F (configuration not stated),7%,-3,855,.,-6%,-8%,-0.3%,-3%,i,0.7,17%,
CC(C)(C)C(=O)Nc1cc2c3c(c1)CCC(=O)N3CCC2,-8%,11,768,.,-5%,-13%,-0.8%,4%,i,1.5,-4%,
CCc1ccc(Oc2coc3cc(OC(=O)c4cc5ccccc5oc4=O)ccc3c2=O)cc1,34%,6,639,-8.3%,1%,-5%,2.9%,4%,i,0.4,0%,
COc1ccccc1C(=O)CC(=O)C(=O)Nc1cccc([N+](=O)[O-])c1C,2%,.,.,.,-4%,6%,2.5%,0%,i,0.1,20%,
Nc1c(C(=O)Nc2ccccc2)nnn1-c1ccc2c(c1)OCCO2,-6%,14,743,.,-4%,-10%,-1.8%,-2%,i,0.7,-154%,
CC(C)N1CCC(N2CCN(C3CCCCC3)CC2CCO)CC1 (configuration not stated),-1%,-5,689,-7.1%,-2%,-10%,-0.5%,-6%,i,0.4,19%,
O=C(Nc1ccc(Br)cc1F)c1sccc1-n1cccc1,6%,.,.,-6.0%,-9%,-4%,0.6%,1%,i,1.3,-30%,
COc1cc(NS(C)(=O)=O)c(OC)cc1NC(=O)c1cccc(F)c1,3%,11,755,-3.8%,2%,-11%,-2.1%,-1%,i,5.1,15%,
CC(C)C(=O)Nc1ccc(C(=O)Nc2nnc(C(C)(C)C)s2)cc1,-6%,5,731,-8.4%,.,4%,0.2%,8%,i,0.3,17%,
O=C(O)c1cn(-c2ccc(F)cc2)c2cc(Cl)c(F)cc2c1=O,21%,6,808,.,5%,-10%,0.1%,8%,.,.,0%,
CCOC(=O)N1CCN(CC(=O)Nc2cc(C)nn2-c2nc3ccccc3s2)CC1,0%,11,720,-4.5%,-1%,7%,2.6%,5%,i,0.7,-5%,
Cn1ccnc1SCC(=O)Nc1ccc(Cl)cn1,-8%,0,706,-4.2%,.,-9%,-2.2%,-5%,i,0.0,1%,
CCOC(=O)c1cc(C#N)c(SC)nc1-c1ccccc1,7%,.,.,-1.2%,-5%,-3%,-0.2%,-1%,i,0.5,-4%,
CCc1cc2c(=O)c(-c3nc4ccccc4n3C)coc2c(CN2CCCCC2C)c1O (configuration not stated),48%,17,812,.,-2%,1%,1.6%,31%,i,0.6,-9%,
Nc1c(N2CCCCC2)c(=O)[nH]c(=O)n1-c1ccccc1,7%,-25,681,-2.2%,-2%,2%,-2.7%,4%,?,.,7%,
C/C(=N\NC(=O)COc1cc(C)cc(C)c1)c1cccc(NC(=O)C2CCC2)c1,1%,0,665,.,1%,-6%,0.6%,12%,i,1.0,5%,
COc1ccc(S(=O)(=O)Nc2ccccc2C(N)=O)cc1OC,6%,-8,662,-2.3%,.,-8%,-0.7%,3%,i,0.2,4%,
CC(NC(=O)C1CCCN(S(=O)(=O)c2cccs2)C1)c1ccccc1 (configuration not stated),0%,-1,542,-6.9%,-3%,-1%,0.2%,0%,i,4.0,-4%,

# In the list so far, these have an aryl thioether with sulfur outside any ring.
SMILES,AID2073,Lipid droplet,Lipid droplet cells 6.5 µM,XIAP displacement,NS5 inhibitors,LYP inhibition,HIV fusion peptide,SIAH1 antagonists,Myeloid diff MLP,Myeloid diff MLP GFP+ MAC1+ %,NOD2 inhibition,others
Cc1ccc(-n2c(SCC(N)=O)nc(O)cc2=O)cc1,-1%,3,710,-8.1%,-24%,-2%,14%,-4%,i,0.1,10%,
COc1cc(NC(=O)CSc2nncn2C)cc(OC)c1OC,32%,12,677,-5.9%,-15%,-9%,-0.6%,8%,i,0.3,8%,
Cc1ccc(SCCNC(=O)c2ccc(C)c([N+](=O)[O-])c2)cc1,1%,.,.,-5.0%,5%,-9%,-1.2%,0%,i,0.7,5%,
CSc1nc(-c2ccco2)nn1C(=O)CCc1ccccc1,-12%,.,.,3.1%,-57%,-6%,5.3%,0%,i,0.9,3%,NS5 inhibitors pilot replicate=-1.2
Cn1ccnc1SCC(=O)Nc1ccc(Cl)cn1,-8%,0,706,-4.2%,.,-9%,-2.2%,-5%,i,0.0,1%,
CCOC(=O)c1cc(C#N)c(SC)nc1-c1ccccc1,7%,.,.,-1.2%,-5%,-3%,-0.2%,-1%,i,0.5,-4%,

# A portion of the library; count on the stated rates, not on these rows.
